Wee1 stabilizer = blocks degradation of human Wee1 kinase | P30291 | HeLa Luc-Wee1K328M stability, luciferase luminescence; 100% = proteasome inhibitor MG132 effect | reporter increase, % at 5 µM | 1.2% of 220,000 active;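 active means activation above the mean of all tested compounds plus 3 SD, set per screening run, cut at about 8.8% in these data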;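 further: cells exposed to compound for 20 h before luminescence read; 0% = DMSO alone and 100% = MG132 at 30 µM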
NPY2 pot ag = potentiates or activates human NPY-Y2 receptor; P49146; cells expressing NPY-Y2, potentiator/agonist read-out; activation, % at 3.6 µM; 0.45% of 220,000 active; AID 1359; in the data active means activation above about 27%;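 further: cells stimulated with NPY near EC25 plus isoproterenol at EC100; 0% = vehicle plus submaximal agonist and 100% = vehicle plus saturating agonist; some results beyond the cut were filed as inactive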
MDM2 E3 inh = inhibitors of human Mdm2 E3 ubiquitin ligase; cell-based MDM2 ubiquitination luciferase reporter, 2 h; 0 = plate control, 100 = twice control, blank-subtracted; signal enhancement, % at 5 µM; 0.11% of 210,000 active; AID 1230;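 active means signal enhancement of 30% or more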;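 further: luminescence tracks abundance of the self-degrading MDM2-luciferase fusion protein; higher signal means inhibition of MDM2 E3 ligase activity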
Target sequence (Q00987 whole entry, looked up, the tested form may be a part): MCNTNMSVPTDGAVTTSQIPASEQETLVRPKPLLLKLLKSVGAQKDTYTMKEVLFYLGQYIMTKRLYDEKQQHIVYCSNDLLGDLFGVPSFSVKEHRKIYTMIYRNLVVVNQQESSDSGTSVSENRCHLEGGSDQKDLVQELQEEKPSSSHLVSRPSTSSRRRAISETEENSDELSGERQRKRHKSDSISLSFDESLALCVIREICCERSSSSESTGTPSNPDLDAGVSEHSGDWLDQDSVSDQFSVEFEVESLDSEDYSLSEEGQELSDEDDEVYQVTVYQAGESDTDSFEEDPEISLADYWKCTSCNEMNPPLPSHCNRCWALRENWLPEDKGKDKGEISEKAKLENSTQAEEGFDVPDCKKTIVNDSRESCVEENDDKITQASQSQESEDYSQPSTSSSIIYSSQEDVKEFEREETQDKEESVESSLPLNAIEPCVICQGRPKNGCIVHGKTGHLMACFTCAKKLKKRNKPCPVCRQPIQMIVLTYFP
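Buffer or medium: Cells held in DMEM | Assay system: Stable mammalian line carrying autodegrading MDM2–luciferase fusion reporter | Quantity: 2000 cells/well | Times: 4 h settle plus 2 h compound, 37 °C | Doses: One concentration, 5 µM, with 0.2% DMSO | Technique: Luminescence with SteadyLite reagent, 15 min at room temperature | Benchmarks: Plate controls and plate blanks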
eIF4E 4G PPI = eIF4E/eIF4G interaction inhibition in translation initiation. TR-FRET eIF4E-eIF4GI(517-606) binding, 2 h. inhibition, % at 21.7 µM. P63073+Q04637. 0.37% of 220,000 active;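 active means inhibition above about 30%, limit read from the data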;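 further: 0% = full FRET control wells and 100% = background wells lacking eIF4GI fragment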
S1P4 ag = human S1P4 receptor agonism; activation, % at 4.98 µM; O95977; AID 1509; 0.35% of 220,000 active; S1P4-expressing cell line, agonist reporter assay; in the data active means activation above about 11%;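 further: 0% = DMSO vehicle and 100% = reference agonist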
Target sequence (O95977 whole entry, looked up): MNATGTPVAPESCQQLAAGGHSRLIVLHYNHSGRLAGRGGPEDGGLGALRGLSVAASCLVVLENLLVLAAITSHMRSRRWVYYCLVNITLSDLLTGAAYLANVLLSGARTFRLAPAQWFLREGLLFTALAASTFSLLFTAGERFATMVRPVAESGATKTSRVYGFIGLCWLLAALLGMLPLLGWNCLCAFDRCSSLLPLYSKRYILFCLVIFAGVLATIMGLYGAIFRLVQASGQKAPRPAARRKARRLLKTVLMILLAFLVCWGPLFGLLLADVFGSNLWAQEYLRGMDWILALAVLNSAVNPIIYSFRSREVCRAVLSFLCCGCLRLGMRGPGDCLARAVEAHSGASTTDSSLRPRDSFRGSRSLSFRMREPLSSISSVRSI
Ba/F3 V617F tox = lowers viability of Ba/F3 cells expressing EpoR and JAK2V617F; AID 1446; 1.1% of 220,000 active; inhibition, % at 5.6 µM; ATP luminescence;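 active means inhibition above the campaign mean plus 3 SD over all tested compounds, cut at about 24% in these data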;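 further: cytokine-independent growth of Ba/F3 cells driven by EpoR plus mutant JAK2; 0% = DMSO-treated cells and 100% = JAK inhibitor I control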
S1P4 antagonist = blocks the human S1P4 receptor. inhibition, % at 4.98 µM. S1P4-expressing cells, antagonist mode, reporter read-out. 0.26% of 220,000 active. O95977. AID 1510; in the data active means inhibition above about 29%;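 further: 0% = wells stimulated with agonist and 100% = vehicle wells without agonist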
BaF3 parental = counter-screen for JAK2V617F inhibitors: parental Ba/F3 viability inhibitors | 1.1% of 220,000 active | inhibition, % at 5.6 µM | CellTiter-Glo ATP luminescence;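 active means inhibition above a per-campaign cutoff, the mean inhibition of all tested compounds plus 3 SD, cut at about 27% in these data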;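 further: 0% = DMSO wells and 100% = JAK Inhibitor I control wells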
PERK inhibitor = inhibitors of human PERK kinase; Q9NZJ5; CHO PERK-DD fusion, SEAP luminescence translation reporter; inhibition, % at 5.6 µM; 0.17% of 220,000 active; AID 1416;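 active means inhibition above the mean inhibition of all tested compounds plus 3 SD, set separately per screening campaign, cut at about 2.9% in these data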;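 further: PERK kinase domain activated by AP20187 dimerizer at 100 nM; 0% = DMSO with dimerizer and 100% = rapamycin at 8.4 µM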
An asterisk follows results filed as active; / = not tested or not shown; [ ] = dose if it differs, or a comment.

Order of values: Wee1 stabilizer	NPY2 pot ag	MDM2 E3 inh	eIF4E 4G PPI	S1P4 ag	Ba/F3 V617F tox	S1P4 antagonist	BaF3 parental	PERK inhibitor
Cc1ccc(C(=O)NC(C)c2ccccc2)o1 (centres undefined)
    2	-21	/	1	1.1	2	0	6	0.2
CCOC(=O)COc1ccc2c3c(c(=O)oc2c1C)CCC3
    -1	0	-13	2	-1.6	-3	-4	2	-0.5
c1csc(-c2nnsc2-c2nc3ccccc3[nH]2)c1
    7	-12	8	1[fluorescence artefact?]	0.2	0	0	4	0.0
CCCOc1ccc(CC(=O)NNC(=S)Nc2ccccc2)cc1Br
    0	5	-8	0[fluorescence artefact?]	1.7	-6	-20	1	0.9
C=CCN(CC=C)C(=O)Cn1cnc([N+](=O)[O-])n1
    -1	4	-4	-5	1.5	-3	-43	3	1.1
Cc1cc(C)c2c(-n3cccc3)n[nH]c2n1
    -3	4	2	-6[fluorescence artefact?]	1.9	0	-14	4	0.8
COc1ccc(C(=O)Nc2nnc(CCS(=O)(=O)c3ccc(C)cc3)s2)cc1
    -3	-4	-13	-4	-0.6	-3	22	7	0.1
O=C(c1ccc2c(Cl)c3c(nc2c1)CCCC3)N1CCN(c2ccc(F)cc2)CC1
    0	1	/	-4[fluorescence artefact?]	0.1	2	1	6	-1.0
CC1CCN(c2nc(-c3ccccc3)c(C#N)c(=O)[nH]2)CC1
    0	-1	13	-2	0.9	0	-7	7	1.1
CC1CC(C)CN(S(=O)(=O)c2ccc(C(=O)NCCCn3ccnc3)cc2)C1 (centres undefined)
    3	-5	3	4[fluorescence artefact?]	-0.2	6	5	4	0.8
Cc1cc(=O)oc2cc(Oc3ncccn3)ccc12
    -5	-3	-8	3	-1.1	2	-3	2	0.0
Cc1ccc(S(=O)(=O)/N=C(\CN2CCOCC2)N2CCOCC2)cc1
    -2	-6	-19	-2[fluorescence artefact?]	0.4	-1	-10	1	0.2
CC(C)(CNc1ccc([N+](=O)[O-])cc1Cl)CNS(C)(=O)=O
    1	7	-4	-4[fluorescence artefact?]	2.4	-1	-12	5	0.8
CCN(CC)C(=O)c1sc(NC(=O)C(Sc2ccccc2)c2ccccc2)c(C(=O)OC(C)C)c1C (centres undefined)
    0	-1	-9	-21	-1.2	-4	-20	0	-0.4
COc1ccc(-c2noc(CCC(=O)NCC3CCN(Cc4cccc(C)c4)CC3)n2)cc1
    -2	3	-20	6	-0.2	-1	-23	5	-2.4
S=C(Nc1ccccn1)Nc1ccccc1Cl
    0	0	-4	3	0.0	1	-11	4	1.3
CCc1nc2c(cnn2-c2ccc(F)cc2)c(=O)n1-c1ccc(N2CCC(C)CC2)cc1
    1	0	-13	0	1.6	2	-27	4	-0.1
CCCCOc1ccc(Cc2c(Cl)nc(SC)nc2N2CCOCC2)cc1
    3	-11	-10	-2	0.6	2	-16	8	0.4
O=C(COc1cccc(F)c1)N[C@@H](Cc1ccccc1)c1nc2ccccc2[nH]1
    -3	-1	-14	2[fluorescence artefact?]	0.1	3	-3	2	-0.3
c1ccc(-c2ccc3c(c2)c2c4n3CCN=C4CCC2)cc1
    -2	11	-10	1[fluorescence artefact?]	0.5	-3	-50	3	-0.1

(more compounds)
Order of values: Wee1 stabilizer	NPY2 pot ag	MDM2 E3 inh	eIF4E 4G PPI	S1P4 ag	Ba/F3 V617F tox	S1P4 antagonist	BaF3 parental	PERK inhibitor
CCc1sc(NC(=O)CN2CCOCC2)nc1-c1ccccc1
    0	9	8	-4	0.5	-1	-26	3	-0.9
C=CCn1c(CNC(=O)c2ccccc2F)nnc1SCc1nc2ccccc2c(=O)[nH]1
    3	0	6	0	1.1	1	-17	3	1.4
O=C(c1ccc(Cn2c(=S)[nH]c3ccccc3c2=O)cc1)N1CCN(c2ccccn2)CC1
    -1	0	-21	0	0.4	0	-16	5	0.7
CCC1CO/C(=C(\C(Cl)=C(Cl)Cl)[N+](=O)[O-])N1 (centres undefined)
    -3	1	-1	6	-0.9	0	3	-1	1.4
Cc1ccc(NC2=C(CC(=O)O)C(c3ccccc3)N(c3ccc(C)cc3)C2=O)cc1 (centres undefined)
    3	13	-17	-7	-1.1	0	-9	9	0.3
O=C(N/C(=C/c1cccnc1)C(=O)N1CCOCC1)c1ccccc1F
    0	-7	-8	1	0.2	-2	2	-5	1.1
OC(CNCc1ccccc1)COCc1ccc(Cl)cc1 (centres undefined)
    3	-14	-4	-1	1.9	0	6	3	0.0
COc1ccc(-c2cc(C(F)F)n3ncc(C(=O)N4CCN(C)CC4)c3n2)cc1
    -1	-13	0	2	0.8	-2	-18	2	-0.3
COC(=O)c1cc(OC)c(OC)cc1NC(=S)N1CCN(c2ccccn2)CC1
    -2	-4	7	-3	5.1	1	-8	4	-1.4
O=C(O)CN(c1cccc(C(F)(F)F)c1)S(=O)(=O)c1ccccc1
    -3	-3	-3	1	2.7	-1	-20	5	0.5
CCCCCCN=C1CC(C)(C)CC(=O)/C1=C(/O)CCC
    0	-5	-14	-2	1.9	1	-18	2	-2.1
NS(=O)(=O)c1cccc(NC(=O)COc2ncnc3c2cnn3-c2ccccc2)c1
    0	2	-5	0	-0.6	-1	-1	1	-0.4
CN1CCc2nc(NC(=O)COc3ccc4ccccc4c3)sc2C1
    -5	2	-16	-12	-1.8	9	1	8	0.8
Cc1c(Cl)ccc2c1NC(=O)[C@]21[C@@H]2C(=O)N(Cc3ccccc3)C(=O)[C@@H]2[C@@H]2CCCN21
    1	8	-11	0	0.8	-4	10	-1	-0.7
CC(c1ccccc1)n1c(Cn2ncc3ccccc3c2=O)n[nH]c1=S (centres undefined)
    -1	7	-15	-2	1.2	1	-2	5	-0.3
O=C1CN(C(=O)COC(=O)Cc2ccsc2)c2ccccc2N1
    -1	-5	2	-5[fluorescence artefact?]	0.7	-3	-8	2	0.2
CC(C)=NNc1nc2c(c(=O)n(C)c(=O)n2C)n1C
    -5	18	2	1	-2.7	0	-13	3	-0.3
Cc1cccc(NC(=O)CN2C(=S)NC(C)(C)CC2C)c1C (centres undefined)
    -2	20	4	-4	-0.5	-1	-15	9	0.7
CC1=C(C(=O)Nc2ccccc2C(F)(F)F)C(c2sccc2C)NC(=S)N1 (centres undefined)
    -3	2	-34	1	-0.6	4	-4	3	-1.0
COc1ccccc1N1CCN(C(=O)CCCn2nc(C)c([N+](=O)[O-])c2C)CC1
    0	9	2	1	4.7	-1	-6	5	-1.1

Entries of single compounds, looked up by structure. Order of screens: Wee1 stabilizer | NPY2 pot ag | MDM2 E3 inh | eIF4E 4G PPI | S1P4 ag | Ba/F3 V617F tox | S1P4 antagonist | BaF3 parental | PERK inhibitor
Entry for `O=C1CN(C(=O)COC(=O)Cc2ccsc2)c2ccccc2N1` : -1 | -5 | 2 | -5[fluorescence artefact?] | 0.7 | -3 | -8 | 2 | 0.2
Entry for `CCC1CO/C(=C(\C(Cl)=C(Cl)Cl)[N+](=O)[O-])N1` (centres undefined) : -3 | 1 | -1 | 6 | -0.9 | 0 | 3 | -1 | 1.4

The list continues.
Order of values: Wee1 stabilizer	NPY2 pot ag	MDM2 E3 inh	eIF4E 4G PPI	S1P4 ag	Ba/F3 V617F tox	S1P4 antagonist	BaF3 parental	PERK inhibitor
N#C/C(=C\c1ccc(OC(F)F)cc1)C(=O)N1CCCCC1
    15*	-15	/	-3	1.2	-1	14	-6	-0.2
CC(=O)N1CCN(c2ccnc3cc(Cl)ccc23)CC1
    -1	-13	-1	4	3.0	-4	1	6	-1.0
O=C(Nc1cccc(F)c1)OC(CN1CCCCC1)C(F)(F)F (centres undefined)
    -2	-7	-11	-3	0.9	-2	0	0	1.6
CCOC(=O)c1c(C)n(C)c2ccc(OC)c(NC(=O)CN3CCSCC3)c12
    -2	8	-14	5	-0.8	0	-13	8	-0.5
COc1cc(NS(=O)(=O)c2ccc(NC(=S)NC(=O)C(C)(C)C)cc2)nc(OC)n1
    3	-14	-68	-4	-0.8	-1	2	5	-0.7
CCOC(=O)/C=C/C(=O)N1CCN(C(=O)/C=C/C(=O)OCC)CC1
    -2	4	-2	6	-0.8	-2	-4	-3	0.0
COc1ccccc1NC(=O)c1ccc(COc2ccc3c(c2)CCC3)cc1
    0	3	-5	4	0.6	0	-4	6	1.0
CC(Oc1ccc2ccc(=O)oc2c1)C(=O)c1ccccc1 (centres undefined)
    -2	0	7	11	-2.2	-6	-8	3	0.9
COc1cccc(-c2nn(-c3ccccc3)cc2CNC(C)Cn2cncn2)c1 (centres undefined)
    1	12	-4	-1	0.9	4	-21	10	-0.6
CCc1ccc(C2NC(=S)NC3=C2C(=O)N(c2ccccc2OC)C(c2ccc(CC)cc2)N3)cc1 (centres undefined)
    0	-6	-7	4	-0.6	3	20	4	-1.5
COc1ccc(-n2c(CCc3ccccc3)n[nH]c2=S)cc1
    1	-7	/	0	0.4	1	3	4	0.4
C/C(=N\NC(=O)C1COc2ccccc2O1)c1ccccn1 (centres undefined)
    -2	-9	15	6	0.2	0	-3	6	1.8
CS(=O)(=O)N1CCc2cc(C(=O)NC3CC3)ccc21
    14*	8	-4	4	0.4	-1	-22	-1	1.9
COc1ccc(Cn2nnnc2C(c2cccs2)N2CCN(c3ccccc3)CC2)cc1 (centres undefined)
    -1	-8	-11	1	0.5	2	-2	7	0.1
O=C(N/N=C/c1ccncc1)C1CC1C(=O)N/N=C/c1ccncc1 (centres undefined)
    0	1	-10	-1	2.0	2	4	5	-0.2
CCC(=O)Nc1ccc(S(=O)(=O)N2CCCCC2)cc1OC
    2	-4	-20	7	2.2	-3	-8	3	0.5
CS(=O)(=O)N1CCC(C(=O)Nc2ccc(OCc3ccccc3)cc2)CC1
    1	-19	-25	-5	2.1	5	-3	9	0.5
Cc1occc1-c1nnc(SCC(=O)NC2CCCC2)n1-c1ccccc1
    1	10	/	5[fluorescence artefact?]	-1.3	-3	-4	1	-1.2
CCn1ncc(CNC(=O)C2(C)CC2(Cl)Cl)c1C (centres undefined)
    -3	-3	-2	0[fluorescence artefact?]	-1.9	-3	1	0	0.6

From PubChem
